# GPR151 activ = activators of human GPR151, primary screen, cell-based, PathHunter beta-arrestin, luminescence. activation, % at 11.2 µM. PathHunter beta-arrestin GPR151 cells. hit rate 1% among 650,000. AID 1508602, 2020; in the data active means activation above about 4.9%;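 further: 0% = median of compound wells and 100% = cells with positive control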
# Target sequence (Q8TDV0 whole entry, looked up): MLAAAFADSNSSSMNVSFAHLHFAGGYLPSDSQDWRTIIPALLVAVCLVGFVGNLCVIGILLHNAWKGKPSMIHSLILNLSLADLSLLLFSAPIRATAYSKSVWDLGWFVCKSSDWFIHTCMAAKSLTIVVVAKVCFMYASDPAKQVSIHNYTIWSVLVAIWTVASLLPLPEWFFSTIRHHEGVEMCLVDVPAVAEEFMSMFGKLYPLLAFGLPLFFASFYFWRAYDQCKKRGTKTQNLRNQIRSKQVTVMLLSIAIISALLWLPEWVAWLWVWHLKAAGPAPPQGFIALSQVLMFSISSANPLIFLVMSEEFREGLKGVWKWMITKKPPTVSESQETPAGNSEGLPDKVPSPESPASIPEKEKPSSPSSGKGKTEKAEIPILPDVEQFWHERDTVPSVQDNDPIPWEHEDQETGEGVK
# TEAD-YAP inh = TEAD-YAP interaction inhibition, primary screen, TEAD-YAP interaction inhibitor project, luminescence, HEK-TIYL cells; TEAD-Gal4/YAP UAS-luciferase luminescence; inhibition, % at 9.12 µM; hit rate 1.4% among 640,000; AID 1259422, 2018; in the data active means inhibition above about 32%;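 further: 0% = median of test compound wells and 100% = reference inhibitor wells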
# FBW7 activator = FBW7 E3 ligase activators, primary screen, biochemical, AlphaScreen, human | F-box/WD repeat-containing protein 7 (Homo sapiens), Q969H0 | AlphaScreen FBW7–phospho-cyclin E peptide binding, activator screen | normalized activity (activation), % at 26.1 µM | hit rate 0.13% among 650,000; in the data active means normalized activity above about 1.9%;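 further: purified mutant Fbw7 with reduced substrate affinity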
# MITF primary = MITF inhibitors, primary screen, biochemical, AlphaScreen, human; AID 1259374, 2018; hit rate 0.91% among 650,000; AlphaScreen MITF homodimerization, bead proximity signal; Microphthalmia-associated transcription factor (Homo sapiens), O75030; inhibition, % at 2.6 µM; in the data active means inhibition above about 50%;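 further: 0% = vehicle wells with protein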
# Target sequence (O75030 whole entry, looked up): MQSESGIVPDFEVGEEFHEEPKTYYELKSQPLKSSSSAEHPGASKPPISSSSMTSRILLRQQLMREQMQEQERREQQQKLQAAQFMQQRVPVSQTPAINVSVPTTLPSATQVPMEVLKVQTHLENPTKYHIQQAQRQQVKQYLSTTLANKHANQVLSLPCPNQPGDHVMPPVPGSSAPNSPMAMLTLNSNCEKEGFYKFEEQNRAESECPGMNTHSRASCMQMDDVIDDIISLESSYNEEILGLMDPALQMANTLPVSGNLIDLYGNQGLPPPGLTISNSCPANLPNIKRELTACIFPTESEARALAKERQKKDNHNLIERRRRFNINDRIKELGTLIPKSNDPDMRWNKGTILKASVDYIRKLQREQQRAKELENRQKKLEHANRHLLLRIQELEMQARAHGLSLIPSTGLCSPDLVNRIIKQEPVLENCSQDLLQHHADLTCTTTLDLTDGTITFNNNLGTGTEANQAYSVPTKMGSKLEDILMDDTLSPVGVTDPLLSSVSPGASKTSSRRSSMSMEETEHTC
# Numbers without * were called inactive.
SMILES,GPR151 activ,TEAD-YAP inh,FBW7 activator,MITF primary
COc1ccc(OC)c(C2C(C(=O)N(C)C)=C(C)Nc3nc4ccccc4n32)c1 (stereo not given),0.8,8,0.0,-3
COc1ccccc1N1CCN(C(=O)CNC(=O)Cn2cnc3sc4c(c3c2=O)CCCC4)CC1,-1.0,10,-0.1,-4
O=C(CSCc1c(Cl)cccc1Cl)Nc1ccccc1C(=O)O,-0.9,14,0.9,10
COc1ccc(N2CCN(S(=O)(=O)CCNC(=O)c3cc(Cl)ccc3OC)CC2)cc1,-1.0,-3,-0.1,-3
Cc1c(Cl)c(C(F)(F)F)nn1CC(=O)Nc1ccc(Br)cc1,-0.4,1,0.2,-2
COC(=O)c1ccccc1NC(=O)Nc1nnc(N2CCCC2)s1,2.6,0,0.0,0
O=C(Nc1ccc(Oc2ccccc2)cc1)C(=O)Nc1ccc2c(c1)OCCO2,-0.1,-23,-0.2,7
CCCCn1c(Cl)nc2c1c(=O)n(C)c(=O)n2C,0.6,5,0.0,1
CCC(C)c1ccc(NS(=O)(=O)c2ccc([N+](=O)[O-])cc2)cc1 (stereo not given),2.7,-10,-0.3,2
COc1ccc(C2/C(=C(\O)c3ccccc3)C(=O)C(=O)N2c2nc3ccccc3s2)cc1OC (stereo not given),1.2,2,0.0,3
CN(C)S(=O)(=O)c1ccc2[nH]c(=O)oc2c1,-1.8,-1,-0.2,-8
Cc1ccc(-c2ccc(/C=C(\C#N)C(N)=O)o2)c([N+](=O)[O-])c1,0.5,-1,-0.1,-2
COC(=O)c1cccc(NC(=O)/C(=C\c2ccc(F)cc2)NC(=O)c2ccccc2OC)c1,-0.1,7,0.2,19
O=c1[nH]c(Nc2ccc(F)cc2F)nc2ccccc12,0.4,-5,-0.1,10
C=CCNC(=O)c1ccc(CN(c2ccc(C)c(C)c2)S(C)(=O)=O)cc1,0.1,-6,0.0,6
COc1ccccc1CN(Cc1nc2ccccc2c(=O)[nH]1)C(=O)C1CCC1,0.8,-1,0.4,7
COC(=O)C1=C(NC(=O)c2cc(Cl)ccc2[N+](=O)[O-])CCS1,-1.5,-8,-0.3,14
CCOCCn1cnc2sc(C(=O)NCC(OCC)OCC)c(C)c2c1=O,0.6,-17,0.1,15
CCOC(=O)c1c(C(F)(F)F)nc2n1CCN(C(=O)c1cc(-c3ccc(C)o3)[nH]n1)C2,-1.7,3,1.1,10
COc1ccc(CNCc2c(C(=O)O)n(Cc3ccccc3Cl)c3ccccc23)cc1,-0.4,12,-0.1,-2
COc1ccc(OC)c(C2CC(c3cccc(Br)c3)Nc3nnnn32)c1 (stereo not given),-0.9,-4,0.0,15
CCCCC(c1nnnn1C1CCCC1)N1CCN(CC)CC1 (stereo not given),-0.1,-7,0.1,12
CCc1ccccc1NC(=S)N(CCCN(CC)CC)Cc1ccco1,-0.2,-4,-0.1,9
CC1=C(C(=O)NCCN2CCCC2)C2(CCCCCC2)OC1=O,0.9,-9,-0.2,-7
CCOC(=O)c1c(NC(=O)CSc2nnc3[nH]c(=O)cc(C)n23)sc2c1CCCC2,-0.8,10,0.1,12
CC(C)(C)c1cc(CCCOC(=O)CNC2CCCCC2)cc(C(C)(C)C)c1O,1.0,-15,0.0,12
O=C(/C=C(/c1ccccc1)n1cncn1)c1ccccc1,0.1,3,-0.1,-4
O=[N+]([O-])c1ccc(N2CCN(c3ncnc4c3c(-c3ccccc3)cn4-c3cccc(C(F)(F)F)c3)CC2)cc1,0.0,-6,-0.1,0
C=CCOc1c(Cl)cc(C2C(C#N)=C(N)OC3=C2C(=O)CC(C)(C)C3)cc1OCC (stereo not given),0.2,-1,-0.1,-5
C[C@H]1NC(=O)[C@@H]2C[C@H](NC(=O)Nc3ccc(Cl)cc3)CN2C1=O,-0.2,-5,-0.1,2
Cc1ccccc1NC(=O)c1sc2nc3cc4c(cc3cc2c1N)OCO4,0.6,-2,0.0,-6
O=C(NCCNc1ccc([N+](=O)[O-])cc1Cl)c1ccc(F)cc1,0.0,18,-0.1,11
O=C(NCc1ccccc1Cl)c1cc2n(n1)C(C(F)(F)F)CC(c1ccc(Cl)cc1)N2 (stereo not given),-0.2,5,0.0,23
O=C(c1ccccc1)N1CCCc2cc(NS(=O)(=O)c3ccc(Cl)cc3)ccc21,0.4,5,0.1,10
O=C(c1ccc2nccnc2c1)N1CCCc2ccccc21,-0.5,-10,0.1,4
CN1CCN(c2ccc(-c3cnc4c(NCC(F)(F)F)nccn34)cn2)CC1,-0.1,13,-0.2,-10
COc1ccc(Cn2ccn(Cc3cccc(Cl)c3)c(=O)c2=O)cc1,-2.0,17,0.0,4
C/C(=N/NC(=O)COc1ccc(C)cc1[N+](=O)[O-])c1cccc(Br)c1,0.0,7,0.8,3
COc1ccc(C(=O)COC(=O)c2nc(-c3ccccc3)oc2C)cc1OC,1.4,8,0.0,1
CS(=O)(=O)c1cnc2ncnn2c1C1CCN(C(=O)c2cccs2)CC1,3.3,7,-0.1,11
COc1cc2c(cc1OC)C(COc1ccc(F)cc1)N(C(=O)c1ccc([N+](=O)[O-])cc1)CC2 (stereo not given),-0.3,-6,0.1,-10
COCCOC(=O)C1=C(C)OC(N)=C(C#N)C1c1cc2ccc(OC)cc2nc1Cl (stereo not given),-1.1,0,0.0,20
O=C(CSCc1ccco1)NC1CC1,0.3,4,0.1,3
O=C1NC2(CCN(Cc3ccc(F)c(F)c3)CC2)Oc2ccccc21,0.6,-1,0.2,2
COc1ccc(OC)c(-n2cnc3cc(C(=O)NCc4ccccc4Cl)ccc32)c1,-0.6,0,0.1,2
Cc1ccc(OCC(=O)c2cc(C)n(C)c2C)c([N+](=O)[O-])n1,-0.1,26,-0.2,7
O=S(=O)(c1cccc2cccnc12)N1CCOCC1,-1.2,-8,0.1,23
c1cncc(C2=NN3C(C2)c2ccccc2OC3c2cccs2)c1 (stereo not given),0.3,-15,0.1,2
O=C(COc1ccc(F)cc1)Nc1ccc2c(c1)C(=O)NCCO2,0.6,42*,0.0,9
CC(=O)c1cccc(-c2nc(NC3CC3)c3ncn(C(C)C)c3n2)c1,0.8,14,0.1,7
COc1ccc(C(=O)CSc2nnc(N3CCN(c4ccccc4)CC3)s2)cc1,2.2,5,0.8,14
COc1cccc(C(=O)N2CCC3(CC2)CC(=O)c2ccccc2O3)c1OC,-0.7,-12,0.0,-7
CC(C)(C)c1cc(CN2CCCCC2)c(O)c(C(C)(C)C)c1,-1.0,-3,0.0,-10
COCCOC(=O)C1=C(N)OC2=C(C(=O)CC(C)(C)C2)C1c1ccncc1 (stereo not given),-0.8,1,0.6,10
CCCCOC(=O)c1cccc(NC(=O)c2ccc(C)cc2)c1,0.7,-40,0.2,10
O=C(CCCO)N/N=C/c1cc(Br)ccc1O,0.1,0,-0.3,21
CCOC(CNc1ncnc(N)c1[N+](=O)[O-])OCC,0.7,5,0.4,8
COc1cc(OC)c(C2C(C#N)=C(N)OC3=C2C(=O)CC(C)C3)cc1Br (stereo not given),2.5,4,0.5,19
OCCOc1cccc(CN2CCN(C3CCCC3)C(CCO)C2)c1 (stereo not given),-0.8,3,0.0,11
CCOC(=O)c1nn(CCO)c2c1CN(Cc1ccc(-c3ccccc3Cl)o1)CC2,0.5,-9,-0.1,-16
# Going on with the list:
SMILES,GPR151 activ,TEAD-YAP inh,FBW7 activator,MITF primary
Clc1ccc(OCCSc2nnc3sc4ccccc4n23)c(Cl)c1,0.3,-6,0.0,0
Cn1c(=O)c2sccc2n2c(CCCC(=O)NCc3ccccn3)nnc12,-1.4,0,0.9,9
CC1CCCC(NC(=O)C2N(CCc3ccccc3)C(=O)C3C(C(=O)Nc4cccc(Cl)c4)C4C=CC32O4)C1C (stereo not given),-0.9,-5,0.1,8
COc1ccc(CCNc2cc(C)nc(N3CCC(N4CCOCC4)CC3)n2)cc1,2.6,-2,-0.1,12
COc1cc(/C=N/NC(=O)c2ccc([N+](=O)[O-])cc2)ccc1Oc1ccc([N+](=O)[O-])cn1,3.7,2,0.1,8
CN(Cc1ccccc1)S(=O)(=O)c1ccc(NC(=O)c2ccccc2[N+](=O)[O-])cc1,-0.4,11,-0.3,9
CCOC(=O)c1c(NC(=O)c2cc([N+](=O)[O-])ccc2N2CCC(Cc3ccccc3)CC2)sc2c1CCCC2,0.3,-12,0.2,-8
CCOC(=O)C1CCCN(C(=O)CCCOc2ccccc2)C1 (stereo not given),-0.3,-33,-0.1,-6
O=C1OC(c2cc(I)ccc2Cl)=N/C1=C/c1cc2c(cc1Br)OCO2,0.9,2,-0.2,2
O=C1N(C2Cc3ccccc3C2)C[C@@H]2C[C@@H](c3cccnc3)N3CCC[C@@]123,-1.3,-5,-0.1,10
COc1ccc(C(O)C(=O)NCc2nc(-c3ccncc3)n[nH]2)cc1 (stereo not given),0.0,-8,-0.1,6
NC(=O)c1ccc(NC(=O)c2cccn(OCc3ccccc3F)c2=O)cc1,0.8,2,1.4,10
CC(=O)c1ccc(NC(=S)NC(=O)/C=C/c2cccc([N+](=O)[O-])c2)cc1,-0.6,-7,0.6,4
C=CCc1c(C)nc(C)nc1N/N=C/c1ccc(N(C)C)cc1,-1.0,-1,-0.2,15
CCOC(=O)CC(N)c1ccc(C)cc1 (stereo not given),0.1,1,0.2,17

# No new results follow: an excerpt of the list.
SMILES,GPR151 activ,TEAD-YAP inh,FBW7 activator,MITF primary
Clc1ccc(OCCSc2nnc3sc4ccccc4n23)c(Cl)c1,0.3,-6,0.0,0
Cn1c(=O)c2sccc2n2c(CCCC(=O)NCc3ccccn3)nnc12,-1.4,0,0.9,9
CC1CCCC(NC(=O)C2N(CCc3ccccc3)C(=O)C3C(C(=O)Nc4cccc(Cl)c4)C4C=CC32O4)C1C (stereo not given),-0.9,-5,0.1,8
COc1ccc(CCNc2cc(C)nc(N3CCC(N4CCOCC4)CC3)n2)cc1,2.6,-2,-0.1,12
COc1cc(/C=N/NC(=O)c2ccc([N+](=O)[O-])cc2)ccc1Oc1ccc([N+](=O)[O-])cn1,3.7,2,0.1,8
CN(Cc1ccccc1)S(=O)(=O)c1ccc(NC(=O)c2ccccc2[N+](=O)[O-])cc1,-0.4,11,-0.3,9
CCOC(=O)c1c(NC(=O)c2cc([N+](=O)[O-])ccc2N2CCC(Cc3ccccc3)CC2)sc2c1CCCC2,0.3,-12,0.2,-8
CCOC(=O)C1CCCN(C(=O)CCCOc2ccccc2)C1 (stereo not given),-0.3,-33,-0.1,-6
O=C1OC(c2cc(I)ccc2Cl)=N/C1=C/c1cc2c(cc1Br)OCO2,0.9,2,-0.2,2
O=C1N(C2Cc3ccccc3C2)C[C@@H]2C[C@@H](c3cccnc3)N3CCC[C@@]123,-1.3,-5,-0.1,10
COc1ccc(C(O)C(=O)NCc2nc(-c3ccncc3)n[nH]2)cc1 (stereo not given),0.0,-8,-0.1,6
NC(=O)c1ccc(NC(=O)c2cccn(OCc3ccccc3F)c2=O)cc1,0.8,2,1.4,10

# Remaining list, next part.
SMILES,GPR151 activ,TEAD-YAP inh,FBW7 activator,MITF primary
COc1ccc(CCN(C(C)=O)C2CC(=O)N(c3ccc(Br)cc3)C2=O)cc1 (stereo not given),1.7,2,-0.2,2
c1ccc(C2Nc3ccccc3C3OCCCC23)cc1 (stereo not given),0.3,0,0.1,-11
CCOC(=O)CNC(=O)NCC1(N2CCCCC2)CCCCC1,1.6,1,0.0,1
Cc1sc(N/N=C/c2ccco2)nc1-c1ccc(Cl)cc1,-0.1,-18,-0.1,-1
CCOc1ccc2nc(NC(=O)c3ccc(OC)c(OC)c3)sc2c1,-0.1,-3,0.1,-2
CC1=C(C(=O)OCCc2ccccc2)C(c2ccccc2C)C2=C(CCCC2=O)N1 (stereo not given),-0.3,-1,0.2,-12
Cc1nc2c(C(=O)NCC3CCCO3)cnn2c(C)c1Cc1c(F)cccc1Cl (stereo not given),-0.8,0,-0.3,-7
CS(=O)(=O)N1CCN(C(=O)COc2cccc(C(F)(F)F)c2)CC1,-1.7,-8,-0.2,-7
CCCCOC(=O)c1cccc(NC(=S)NC(=O)COc2ccccc2)c1,-1.9,0,0.2,17
Cc1ccc(-n2cnc3scc(-c4ccccc4)c3c2=O)cc1,0.7,-1,0.0,11
CS(=O)(=O)N(CC(=O)N=Nc1c(O)[nH]c2ccccc12)c1cccc([N+](=O)[O-])c1,1.4,-13,-0.1,6
COC(=O)c1cccc(CN(C(=O)c2nc3ccc(-c4cn[nH]c4)cc3s2)C2CC2)c1,-0.3,-6,0.1,8
COc1ccccc1C(=O)N/C(=C\c1ccc([N+](=O)[O-])cc1)C(=O)Nc1ccccc1Cl,0.9,13,-0.3,-2
O=C(COC(=O)c1cc(=O)[nH]c2ccccc12)c1ccc(OCc2ccccc2)cc1,-0.7,-1,0.3,21
Cc1ccccc1/C=C1\N=C(c2ccccc2)OC1=O,-0.5,-6,0.0,-2
CC(O)CNc1nc2ccccc2n1CC(=O)Nc1ccc(OCc2ccccc2)cc1 (stereo not given),-0.6,5,0.0,16
Cc1ccc2nc(-c3ccncc3)cc(C(=O)O)c2c1,-1.0,17,0.1,-2
CC(C)CC(NC(=O)c1ccc(F)cc1)C(=O)O (stereo not given),-0.2,-10,0.0,3
C=CCn1c2ccccc2c2nnc(SC(CC)C(=O)Nc3ccc(S(N)(=O)=O)cc3)nc21 (stereo not given),0.5,9,-0.1,-7
COc1ccc(OC)c(Nc2c(-c3ccc4c(c3)OCC(=O)N4)c(=O)c2=O)c1,0.6,10,0.3,12
